# CXCR6 block = CXCR6 (human) receptor inhibition. actives 0.36% (n = 360,000). O00574. inhibition, % at 20 µM. CHO-K1 PathHunter CXCR6 beta-arrestin, luminescence; in the data active means inhibition above about 34%, passing the limit was not always enough;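 further: antagonist mode with CXCL16 agonist at 10 nM final; 0% = 10 nM CXCL16 with DMSO and 100% = unstimulated wells without agonist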
# Target sequence (O00574 whole entry, looked up): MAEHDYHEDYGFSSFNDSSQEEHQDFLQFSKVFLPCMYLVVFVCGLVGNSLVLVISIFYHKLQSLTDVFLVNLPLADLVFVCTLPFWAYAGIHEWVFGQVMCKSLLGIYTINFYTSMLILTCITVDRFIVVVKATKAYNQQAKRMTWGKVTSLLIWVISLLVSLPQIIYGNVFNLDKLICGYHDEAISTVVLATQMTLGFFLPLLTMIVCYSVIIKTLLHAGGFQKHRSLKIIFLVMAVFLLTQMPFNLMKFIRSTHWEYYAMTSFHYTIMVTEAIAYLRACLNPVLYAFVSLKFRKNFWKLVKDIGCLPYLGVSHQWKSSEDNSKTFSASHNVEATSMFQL
# UPR XBP1 act = activators of adaptive arm of unfolded protein response (XBP1) | CHO-XBP1 luciferase reporter, IRE1-XBP1 UPR activation, luminescence; percent of tunicamycin response, DMSO as zero | activation, % at 20 µM | actives 0.33% (n = 330,000);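 active means versus positive control, 20 µM dose yields 30% or more activation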;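 further: 100% = tunicamycin at 10 µg/mL and 0% = DMSO only wells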
#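 assay system = CHO-XBP1 luciferase reporter cells | amount = 1000 cells/well | buffer or medium = F12 plus 10% FBS | compound dosing = single point, 20 µM final compound, 1% DMSO | incubation = 16-18 h cell attachment at 37 °C, then 6 h compound exposure | detection = Steady-Glo luminescence read | controls = tunicamycin 10 µg/mL and vehicle-only wells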
# Mdm2-MdmX inh = disrupts the human Mdm2-MdmX interaction | O15151+Q00987 | SaOS-2 split-luciferase Mdm2/MdmX complementation, luminescence | inhibition, % at 8 µM | actives 3% (n = 330,000);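 active means inhibition of at least 50% at 8 µM in the primary screen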
# CCR6 antag = blocks CCL20-driven beta-arrestin recruitment at human CCR6 | CHO-K1 CCR6 PathHunter beta-arrestin, luminescence, CCL20-stimulated | actives 0.49% (n = 340,000) | inhibition, % at 20 µM | P51684;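 active means compounds whose inhibition of the agonist-driven luminescence signal at 20 µM reaches about 50%, limit read from the data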;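 further: cells stimulated with CCL20 at 14 nM final; plate controls were DMSO with CCL20 for no effect and DMSO without agonist for full effect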
# Jurkat NFkB inh = lowers PMA/ionomycin-induced NF-kB signal in Jurkat cells; actives 0.53% (n = 330,000); PMA/ionomycin-induced NF-kB luciferase reporter, luminescence; AID 435003; inhibition, % at 4 µM; in the data active means inhibition above about 50%
# CHOP UPR activ = activators of apoptotic arm of unfolded protein response (CHOP). CHO-CHOP luciferase reporter, UPR activation, luminescence; percent of tunicamycin response over DMSO baseline. activation, % at 10 µM. actives 0.34% (n = 330,000). AID 449763;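 active means at 10 µM dose, activation of 40% or more, normalized to positive control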;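 further: 100% = tunicamycin at 10 µg/mL and 0% = DMSO alone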
#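 Evaluation: % reporter activation, DMSO baseline versus tunicamycin full activation; System: CHO-CHOP luciferase reporter cell line; Input: 500 cells/well; Incubation: 6 h compound treatment, 37 °C; Measured by: Steady-Glo luciferase luminescence; Dosing: one dose, 10 µM in 0.5% DMSO; Buffer or medium: F12 medium, 10% FBS; Benchmarks: positive tunicamycin 10 µg/mL, negative DMSO alone.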
# 697 NFkB inh = inhibitors of the PMA/ionomycin-induced NF-kB reporter in 697 B cells; 697 B-cell NF-kB luciferase reporter, 16 h; inhibition, % at 4 µM; actives 0.33% (n = 330,000); AID 435022; in the data active means inhibition above about 35%
# EBI2 antag = blocks human EBI2 receptor beta-arrestin signaling; P32249; EBI2 beta-arrestin recruitment, luminescence, 7a,25-OHC stimulated; inhibition, % at 5 µM; actives 0.81% (n = 360,000); in the data active means inhibition above about 38%;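 further: enzyme fragment complementation signal reports receptor beta-arrestin coupling in cells; 0% = agonist plus DMSO wells and 100% = wells without agonist; some results beyond the cut were filed as inactive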
# Target sequence (P32249 whole entry, looked up, the tested form may be a part): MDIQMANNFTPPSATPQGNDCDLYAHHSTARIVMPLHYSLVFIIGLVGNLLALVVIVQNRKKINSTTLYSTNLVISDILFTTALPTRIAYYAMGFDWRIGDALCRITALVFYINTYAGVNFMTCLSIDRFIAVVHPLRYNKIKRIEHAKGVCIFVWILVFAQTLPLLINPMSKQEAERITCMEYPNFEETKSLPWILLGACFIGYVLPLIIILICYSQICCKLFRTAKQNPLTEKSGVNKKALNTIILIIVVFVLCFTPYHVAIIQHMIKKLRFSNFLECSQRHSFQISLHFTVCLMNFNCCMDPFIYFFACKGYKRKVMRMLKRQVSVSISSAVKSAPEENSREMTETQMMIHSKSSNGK
# Gli-Sufu block = Gli-Sufu pathway antagonism | Sufu-KO-LIGHT fibroblasts, Gli luciferase reporter luminescence | inhibition, % at 5 µM | actives 0.74% (n = 340,000);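 active means inhibition above about 55%, limit read from the data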;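 further: 0% = DMSO-treated cells and 100% = wells with medium but no cells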
# The depositor's hits bear a star; nt = no result given.
# Every second line gives: CXCR6 block | Mdm2-MdmX inh | 697 NFkB inh | CHOP UPR activ | Jurkat NFkB inh | EBI2 antag | UPR XBP1 act | Gli-Sufu block | CCR6 antag
CC(=O)c1cc(CN2CCC(n3nccc3NC(=O)c3ccccc3Cl)CC2)cs1
  -5 | -12 | -5 | -0.9 | 8 | 10 | -1 | 13 | 10
c1ccc(-c2ccc(Oc3cc(N4CCOCC4)nc(-c4ccccc4)n3)cc2)cc1
  -2 | 17 | 7 | -0.1 | -4 | 22 | 0 | 8 | 10
Cc1cccc(NC(=O)CN2C(=O)N/C(=C/c3ccc(C)o3)C2=O)c1
  -5 | nt | nt | nt | nt | -5 | nt | -1 | 17
O=C1CN(C(=O)CSc2ccccn2)c2ccccc2N1
  5 | 25 | 8 | -0.4 | 5 | 4 | -1 | 2 | 2
Cc1coc2c(C)c3oc(=O)cc(-c4ccccc4)c3cc12
  1 | 17 | 8 | 0.4 | 10 | 36 | 3 | -8 | 17
Cn1c(CSc2ncccn2)nnc1SCC(=O)N1CCCCC1
  -9 | 0 | 19 | 1.5 | -5 | -7 | -3 | 4 | -10
CSc1ccc(/C=N/N2CCN(c3ccccc3)CC2)cc1
  -1 | -23 | -33 | 6.4 | -60 | -7 | 0 | -34 | -2
CCOc1ccccc1-c1cc(C(=O)N2CCOCC2)c2ccccc2n1
  2 | -15 | 9 | -1.2 | 11 | -4 | -3 | 1 | 10
COc1ccc(C(CC(=O)Nc2ccc(C)cc2)NC(=O)C(F)(F)F)cc1 (configuration not stated)
  -5 | -13 | -11 | 2.2 | 2 | 4 | 0 | 4 | -4
COc1ccc(-c2nc3ccccc3c(=O)[nH]2)cc1
  -2 | -75 | -151 | 3.7 | -117 | -13 | -2 | -105 | 1
COc1ccc(NC(=O)C2C3CC/C=C\CCC32)cc1 (configuration not stated)
  4 | -34 | -68 | 5.3 | -64 | 5 | 0 | -28 | 0
CN(C)c1ccc(C(CNC(=O)c2ccc(-c3ccccc3)cc2)N2CCOCC2)cc1 (configuration not stated)
  5 | 6 | -6 | 0.7 | 1 | 0 | -2 | nt | nt
COc1ccc(S(=O)(=O)N(CC(=O)Nc2cc(C)on2)Cc2ccccc2)cc1
  1 | -5 | 3 | 0.9 | -8 | -2 | 1 | -4 | 13
O=S(=O)(c1ccccc1)N1CCN(CC2CC3C=CC2C3)CC1 (configuration not stated)
  2 | -8 | -35 | -0.4 | 9 | -13 | -2 | 10 | -1
CCc1noc(C)c1C(=O)NC1CC(C)(C)Cc2c1cnn2-c1ccccc1 (configuration not stated)
  8 | 18 | -13 | -0.1 | 4 | -2 | -2 | nt | nt

# 2 compounds from above, reduced to 697 NFkB inh, Mdm2-MdmX inh and CXCR6 block.
smiles	697 NFkB inh	Mdm2-MdmX inh	CXCR6 block
Cc1coc2c(C)c3oc(=O)cc(-c4ccccc4)c3cc12	8	17	1
Cn1c(CSc2ncccn2)nnc1SCC(=O)N1CCCCC1	19	0	-9

# Next entries follow.
# Every second line gives: CXCR6 block | Mdm2-MdmX inh | 697 NFkB inh | CHOP UPR activ | Jurkat NFkB inh | EBI2 antag | UPR XBP1 act | Gli-Sufu block | CCR6 antag
CSc1nnc(NC(=O)c2ccco2)s1
  2 | -10 | -25 | 6.4 | 3 | 10 | -2 | 12 | -1
Cc1ccc(Nc2nc(N)nc(CN3CCN(Cc4ccccc4)CC3)n2)cc1Cl
  -3 | 31 | -90 | 0.5 | -28 | -6 | 4 | 2 | -2
CCc1nnc(NC(=O)CSc2nnc(CCc3nc4ccccc4[nH]3)n2C)s1
  0 | 10 | 1 | -1.4 | 8 | 1 | 0 | 3 | 0
CCOc1ccc(NC(=O)Nc2cc(C)ccc2F)cc1
  1 | -161 | -169 | 4.0 | -132 | -2 | 2 | -95 | 8
O=c1[nH]c(-c2ccc(Cl)cc2)cs1
  -1 | 12 | 16 | 0.3 | 0 | 3 | 4 | 4 | 8
COC(=O)[C@@H](NC(=O)/C=C/c1ccc(OC)cc1)C(C)C
  -3 | -1 | 9 | 2.8 | -8 | -4 | -1 | -7 | 9
COc1ccc(C(C)C)cc1S(=O)(=O)NCc1ccccn1
  3 | -4 | 9 | -1.3 | -10 | 0 | 1 | -3 | -9
O=C(NC(=O)N1CCN(c2cccc(Cl)c2)CC1)c1ccccc1
  0 | 7 | 15 | 0.3 | 5 | -7 | 4 | 9 | -3
O=C(NCCc1ccc(Cl)cc1)c1ccc(CS(=O)Cc2ccc(Cl)cc2)o1 (configuration not stated)
  -6 | 22 | -14 | 0.4 | 0 | 68* | -6 | 35 | 6
CCCN(C(=O)c1c(-c2ccccc2)noc1C)c1c(N)n(Cc2ccccc2)c(=O)[nH]c1=O
  2 | -32 | -13 | -1.2 | -17 | -6 | 7 | 1 | 13
Cc1ccc(-n2ncc(-c3nn[nH]n3)c2N)cc1
  1 | -2 | 9 | 2.6 | 8 | 1 | -3 | 1 | -6
CCOC(=O)C1CCN(C(=O)Cn2cc(C(=O)C3CC3)c3ccccc32)CC1
  9 | 26 | 13 | 0.8 | 2 | -8 | -3 | 6 | -7
COc1ccc(S(=O)(=O)N2CCCC(C(=O)NCc3ccco3)C2)cc1OC (configuration not stated)
  -1 | -10 | -18 | 0.7 | 4 | -8 | -1 | 1 | 13
CC(C)N1CCN(C(=O)C2CCC(=O)N(CCc3cccc(F)c3)C2)CC1 (configuration not stated)
  3 | 31 | 4 | 1.8 | -26 | -8 | -3 | 1 | 1
CN(CC(=O)N1CCCCC1)S(=O)(=O)c1cccc2nsnc12
  -2 | -17 | -7 | 2.3 | 0 | -14 | -5 | -7 | 7
COCCCN1C(=O)c2ccc(C(=O)Nc3cccc(OC)c3)cc2C1=O
  -19 | 21 | 9 | 2.7 | 7 | 35 | 1 | -8 | 5
Cc1ccccc1C(=O)NC(=S)NC1CCSC1=O (configuration not stated)
  4 | -26 | -13 | -0.6 | -3 | -18 | -6 | 0 | 8
COc1ccc(S(=O)(=O)Cc2ccc(C(=O)N3CCN(c4cc(Cl)ccc4C)CC3)o2)cc1
  -4 | 24 | -22 | -1.6 | 0 | 0 | -7 | 10 | 6
COc1ccc(N2CCN(C(=O)CNS(=O)(=O)c3ccc(Br)s3)CC2)cc1
  0 | 4 | 17 | 3.1 | -10 | -6 | -1 | 17 | 12
O=C(Cn1nc(-c2ccccc2)c2ccccc2c1=O)Nc1ccccn1
  6 | 25 | 3 | -0.8 | -25 | 3 | -3 | -10 | 2
COc1ccccc1Nc1nc(N)nc(CSc2ncccn2)n1
  -3 | -16 | -7 | 5.8 | -29 | -1 | 2 | -18 | 1
CCCCC(=O)NCc1ccc(F)cc1
  7 | 7 | -8 | 0.4 | -10 | -7 | 1 | 1 | 8
Nc1nonc1-n1nnc(C(=O)N/N=C/c2ccc(Cl)cc2Cl)c1CN1CCCCC1
  -2 | 10 | 11 | -0.1 | -6 | 11 | 10 | -4 | 5
COc1ccc(C(OCC(O)CN(C)C2CCCCC2)c2ccc(OC)cc2)cc1 (configuration not stated)
  3 | 27 | -2 | 2.0 | 0 | 4 | 6 | -22 | 18
CC(C(=O)N1CCc2ccccc21)N1CCN(c2ccccn2)CC1 (configuration not stated)
  -5 | 27 | 4 | 1.5 | -9 | -11 | 0 | 7 | -6
COc1ccccc1NC(=O)CCNC(=O)c1ccc(C)cc1
  -11 | 8 | -87 | -1.5 | -84 | -8 | -6 | 0 | 7
Cc1ccc(N2C(=O)C(NC(=O)c3c(F)cccc3F)(C(F)(F)F)C3=C2CC(C)(C)CC3=O)cc1 (configuration not stated)
  -4 | 0 | -16 | 3.4 | -24 | -2 | 0 | -21 | -3
O=C(NC(C1CC1)C1CC1)C1CCC(=O)N(CCCN2CCCC2=O)C1 (configuration not stated)
  2 | -7 | -9 | 1.6 | 2 | -13 | -9 | 26 | -6
O=C(N/N=C/c1cccnc1)c1cccc(F)c1
  2 | 4 | -5 | 2.4 | -4 | -2 | -2 | -5 | 2
O=C1NC(c2ccncc2)C(C(=O)c2cccs2)C(O)(C(F)(F)F)N1 (configuration not stated)
  3 | -23 | 0 | 0.1 | -6 | -3 | 0 | 8 | -10

# Part of the list above, as comma-separated lines.
Molecule,CXCR6 block,Mdm2-MdmX inh,697 NFkB inh,CHOP UPR activ,Jurkat NFkB inh,EBI2 antag,UPR XBP1 act,Gli-Sufu block,CCR6 antag
Cc1ccc(N2C(=O)C(NC(=O)c3c(F)cccc3F)(C(F)(F)F)C3=C2CC(C)(C)CC3=O)cc1 (configuration not stated),-4,0,-16,3.4,-24,-2,0,-21,-3
O=C(NC(C1CC1)C1CC1)C1CCC(=O)N(CCCN2CCCC2=O)C1 (configuration not stated),2,-7,-9,1.6,2,-13,-9,26,-6
O=C(N/N=C/c1cccnc1)c1cccc(F)c1,2,4,-5,2.4,-4,-2,-2,-5,2

# Continuation:
# Every second line gives: CXCR6 block | Mdm2-MdmX inh | 697 NFkB inh | CHOP UPR activ | Jurkat NFkB inh | EBI2 antag | UPR XBP1 act | Gli-Sufu block | CCR6 antag
CCc1ccc(NC(=O)C2CCN(C(=O)[C@@H]3Cc4ccccc4CN3)CC2)cc1
  11 | -5 | -32 | 2.9 | -8 | -6 | 2 | 43 | 10
CCOC(=O)c1[nH]c(C)c(C(=O)OCC(=O)NC2CCS(=O)(=O)C2)c1C (configuration not stated)
  5 | -14 | 7 | 0.8 | 0 | 1 | 0 | 7 | 8
NS(=O)(=O)c1ccc(NC(=O)COC(=O)c2cc([N+](=O)[O-])ccc2Cl)cc1
  -1 | -18 | 23 | 0.5 | -3 | 0 | -2 | -4 | 6
C=CCN(c1ccccc1)S(=O)(=O)c1cccc(C(=O)OCC(=O)NC2CC2)c1
  5 | 17 | 3 | -1.2 | -7 | 8 | -2 | -1 | 2
Cn1nnnc1Sc1ccc([N+](=O)[O-])cc1Cl
  -22 | -19 | 24 | -2.2 | 3 | -5 | -3 | 5 | -9
O=C(Nc1ccc(F)cc1)c1ccc2[nH]c(=O)c(=O)[nH]c2c1
  2 | 20 | -12 | -1.1 | 12 | 7 | 0 | 12 | 2
Cc1ccc(S(=O)(=O)N2CCC(C(N)=O)CC2)cc1[N+](=O)[O-]
  3 | 4 | -19 | 0.8 | 4 | -12 | -6 | -3 | 12
CCOC(=O)Nc1cc(NC(=O)OCC)c(C)nc1C
  -3 | -6 | 12 | 2.1 | -1 | -9 | -1 | -4 | 4

# EBI2 antag, what is marked active above
canonical_smiles	CXCR6 block	Mdm2-MdmX inh	697 NFkB inh	Jurkat NFkB inh	EBI2 antag	UPR XBP1 act	CCR6 antag
O=C(NCCc1ccc(Cl)cc1)c1ccc(CS(=O)Cc2ccc(Cl)cc2)o1 (configuration not stated)	-6	22	-14	0	68*	-6	6
